uPA surface inh = cell surface uPA generation inhibition; cell surface uPA generation assay, qHTS; AID 540303; 0.31% of 330,000 active; Potency, µM (highest dose often 38.3 µM), for inactives: at the highest dose activity change, negative = inhibition, actives largely listed as inhibitors; active = well fitted inhibition curve with a large enough effect; inconclusive = small, poorly fitted or top-dose-only effect; inactive = no such curve, though single readings can be large or run the other way; tested in mouse RAW 264.7 cells; note: % is set by controls: 0 for no effect and ±100 for the full control effect; nearly all actives have a fitted effect of over 55% in size
VP16 counter = counter-screen for ROR gamma inhibitors: Gal4-VP16 reporter; Drosophila S2 Gal4-VP16 UAS-luciferase, luminescence, 20 h; Potency, µM (titrated, usually from 53.6 µM), for the others: top-dose activity, negative = inhibition, usual class: inhibitors; 3.5% of 310,000 active; AID 2546;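 note: Gal4-VP16 expression switched on by copper sulfate through the metallothionein promoter; % is set by controls: 0 for no effect and ±100 for the full control effect; nearly all actives have a fitted effect of over 50% in size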
MBNL1-CUG inh = inhibitors of human MBNL1 binding to CUG repeat RNA | 0.036% of 280,000 active | TR-FRET MBNL1-His/biotin-(CUG)12 binding, 665/545 ratio | AID 2675 | Potency, µM (highest dose often 57.5 µM), without a hit: top-dose activity change, negative = inhibition, usual class: inhibitors; active = well fitted inhibition curve with a large enough effect in the signal ratio, with a control signal flat, not every such curve was filed as active; inconclusive = small, poorly fitted or top-dose-only effect, or effect the other way, or a change in a side signal; inactive = no such curve, though single readings can be large or run the other way; the % refers to the signal ratio; note: % is set by controls: 0 for no effect and ±100 for the full control effect
Target sequence (Q9NR56 whole entry, looked up): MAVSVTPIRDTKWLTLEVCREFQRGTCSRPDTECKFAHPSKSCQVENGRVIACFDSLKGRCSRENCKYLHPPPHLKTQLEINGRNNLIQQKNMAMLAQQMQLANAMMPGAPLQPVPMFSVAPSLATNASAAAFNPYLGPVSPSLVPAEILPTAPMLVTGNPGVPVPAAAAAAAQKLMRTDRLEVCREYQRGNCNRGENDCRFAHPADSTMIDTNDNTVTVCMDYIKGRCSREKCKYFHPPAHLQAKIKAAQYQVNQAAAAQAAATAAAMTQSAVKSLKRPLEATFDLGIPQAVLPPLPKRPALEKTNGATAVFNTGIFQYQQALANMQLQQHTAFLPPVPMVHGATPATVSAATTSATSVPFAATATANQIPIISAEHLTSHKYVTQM
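Inhibition of protein-RNA binding appears as loss of TR-FRET between terbium anti-His antibody on MBNL1-His and streptavidin-XL665 on biotin-(CUG)12. Activity is normalized to buffer-only and uninhibited-complex controls.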
p53 reactivation = re-activators of mutant p53; H1299 p53-A138V BP100-luciferase reporter, luminescence, 24 h; AID 504706; Potency, µM (titrated, usually from 92.2 µM), for inactives: at the top dose activity change, positive = activation, usual class: activators; 0.063% of 320,000 active; note: % of control where 0% means no effect; nearly all actives have a fitted effect of over 45% in size
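p53-null H1299 cells stably carrying temperature-sensitive p53-A138V and a BP100-luciferase reporter were pinned with compounds (4-point, 1:5 series) and held 24 hrs at 37 deg C. Luminescence was read 10 min after detection reagent.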
BRCA1 expr up = BRCA1 expression activation; MCF7-BRCA1-FFLuc reporter, luminescence, 48 h; response scale: scaled: vehicle 0%, 10 µM genistein 100%; Potency, µM (top dose mostly 46.1 µM), for inactives: top-dose activation, hits mostly activators; 1.1% of 380,000 active; note: nearly all actives have a fitted effect of over 80% in size; some results filed as inactive show a strong effect at the top dose
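Reporter cells (MCF7, BRCA1 promoter-firefly luciferase) received library compounds across a concentration series for 48 h. End-point luminescence was measured and concentration-effect curves derived after normalization.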
RORgamma inh = ROR gamma (mouse) transcription inhibition; P51450; Drosophila S2 Gal4-RORgamma UAS-luciferase reporter, 20 h; Potency, µM (highest dose often 53.6 µM), inactives show at the highest dose activity change, negative = inhibition, most hits filed as inhibitors; 5.4% of 310,000 active; note: % is set by controls: 0 for no effect and ±100 for the full control effect; nearly all actives have a fitted effect of over 60% in size
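In this cell-based reporter format, copper sulfate (700 uM final) drives Gal4–ROR gamma fusion expression from a metallothionein promoter in Drosophila Schneider cells; compounds preincubated 1 hr, reporter read after 20 hr at ambient temperature.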
FLuc counter = firefly luciferase modulation, counter-screen for miR-21 project. P08659. Potency, µM (titrated, usually from 57.5 µM), for the others: top-dose activity change, negative = inhibition, actives largely listed as inhibitors. purified FLuc, Km substrates, luminescence inhibition. 6.9% of 360,000 active;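 note: plate controls were vehicle for no effect and reference inhibitor for full effect; nearly all actives have a fitted effect of over 55% in size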
Target sequence (P08659 whole entry, looked up): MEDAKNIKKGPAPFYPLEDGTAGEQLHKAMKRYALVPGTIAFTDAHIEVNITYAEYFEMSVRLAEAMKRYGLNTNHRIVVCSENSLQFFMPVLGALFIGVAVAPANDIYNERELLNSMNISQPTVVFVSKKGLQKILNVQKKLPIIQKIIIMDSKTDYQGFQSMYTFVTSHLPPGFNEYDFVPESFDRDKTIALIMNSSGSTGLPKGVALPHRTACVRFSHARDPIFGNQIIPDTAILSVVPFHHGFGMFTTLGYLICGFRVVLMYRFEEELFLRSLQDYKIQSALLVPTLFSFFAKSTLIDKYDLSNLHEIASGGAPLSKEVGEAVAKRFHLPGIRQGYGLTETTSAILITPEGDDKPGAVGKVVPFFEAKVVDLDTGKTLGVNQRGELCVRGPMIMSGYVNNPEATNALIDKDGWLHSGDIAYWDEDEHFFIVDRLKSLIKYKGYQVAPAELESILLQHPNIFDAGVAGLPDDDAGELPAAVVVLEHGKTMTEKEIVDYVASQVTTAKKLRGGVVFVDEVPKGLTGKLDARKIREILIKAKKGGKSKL
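Purified P. pyralis luciferase (10nM final) with 10uM D-luciferin and 10uM ATP (Km levels) in 50mM Tris acetate pH 7.5, 10mM Mg acetate, 0.01% Tween-20, 0.05% BSA; qHTS 6-point titration, ~60 µM downward; luminescence read.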
NPC1 promoter act = activates the NPC1 promoter; Potency, µM (series often up to 9.22 µM), without a hit: at the highest dose activation, actives largely listed as activators; Huh7 NPC1 promoter luciferase reporter, 24 h; 2.4% of 320,000 active;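 note: % of control where 0% means no effect; nearly all actives have a fitted effect of over 60% in size; reporter is driven by a mutant NPC1 promoter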
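Luminescence from an NPC1 promoter-driven luciferase reporter in stably transfected Huh7 cells was measured after 24 h compound treatment at 37 °C, followed by 10 min ambient incubation with luciferase detection reagent.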
Rab9 promoter act = activates the Rab9 promoter; Huh7 Rab9 promoter-luciferase reporter, luminescence, 24 h; Potency, µM (titrated, usually from 9.22 µM), for the others: top-dose activation, negative = inhibition, actives largely listed as activators; 2.8% of 320,000 active; note: % of control where 0% means no effect; nearly all actives have a fitted effect of over 60% in size
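Huh7 cells stably carrying a Rab9 promoter-luciferase reporter, 1500 cells per well in OP-MEM I with 10% FBS, treated with compound 24 hours at 37C. Luciferase activity read by luminescence after 10 minutes with Amplite reagent.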
ELG1 genotoxic = induces genotoxicity in HEK293T cells with luciferase-tagged ELG1; HEK293T ELG1-luciferase reporter, luminescence, 16 h; Potency, µM (doses to about 46 µM), without a hit: at the highest dose activity change, positive = activation, hits mostly activators; 1.3% of 330,000 active; note: % of control where 0% means no effect; nearly all actives have a fitted effect of over 60% in size
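Quantitative HTS format in 1536-well plates. HEK293T ELG1-luciferase reporter cells receive test compound and are incubated 16 hr at 37 °C, 5% CO2; ONE-Glo added, 30 min room temperature, then luminescence read.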
* hit, by the source's call; ? = inconclusive; · = not tested or not shown; [ ] = another dose, or the depositor's remark. Unless noted, calls come from the whole dose curve; as a rule, active = well fitted curve in the direction sought with a large enough effect; inconclusive = small, poorly fitted or top-dose-only effect, or another doubt; inactive = no such curve, though single readings can be large; an effect the other way counts as inactive or inconclusive. Potency is the fitted concentration of half-maximal effect.

SMILES	uPA surface inh	VP16 counter	MBNL1-CUG inh	p53 reactivation	BRCA1 expr up	RORgamma inh	FLuc counter	NPC1 promoter act	Rab9 promoter act	ELG1 genotoxic
O=C(NCc1ccco1)c1ccc2nccnc2c1	8.1%	-7.3%	?	-7.7%	-2.7%	14.7%	-0.4%	-2.7%	4.1%	-7.9%
COC(=O)CN1C(=O)[C@H]2[C@@H](c3ccc(C)o3)N3C(=O)CN(CC4CC4)C(=O)[C@@]3(Cc3ccccc3)[C@H]2C1=O	13.4%	-6.3%	7.7%	·	1.5%	-16.4%	6.0%	1.0%	0.0%	1.5%
CCNC(=O)Cc1ccc(Br)cc1	0.1%	-0.6%	-0.4%	2.9%	6.9%	-5.3%	0.4%	1.9%	-6.0%	-1.5%
COc1ccc(OC)c2[nH]c(=O)c(CCNS(=O)(=O)c3ccc(F)cc3)cc12	-1.7%	9.2%	13.0%	-5.5%	-2.8%	1.1%	0.6%	-5.5%	-1.5%	4.1%
CCCCn1c(N)c(N(C)C(=O)c2ccccc2Oc2ccccc2)c(=O)[nH]c1=O	10.4%	·	·	-0.6%	-21.4%	·	0.6%	-2.3%	-3.1%	0.6%
O=S(=O)(NC1CCCCC1NS(=O)(=O)c1ccc(F)cc1)c1ccc(F)cc1 (stereo not given)	5.5%	11.0%	0.0%	-2.6%	4.0%	-2.0%	-2.2%	-4.4%	2.0%	-3.2%
COc1ccc(CCNC(=O)C2CC(c3ccccc3F)=NO2)cc1 (stereo not given)	7.5%	0.7%	11.0%	7.9%	5.1%	-0.3%	-2.9%	-5.3%	-0.5%	4.9%
CCOC(=O)c1[nH]c(C)c(/C(O)=C2\C(=O)C(=O)N(CCCN3CCOCC3)C2c2cccs2)c1C (stereo not given)	-5.4%	-0.5%	·	3.3%	-42.3%	?	-0.3%	2.7%	-1.1%	-2.9%
Cc1ccc(OCC(=O)NNC(=O)CSc2nnc(-c3ccc(C)cc3)n2C)cc1	4.7%	-1.4%	·	7.9%	-6.4%	-0.5%[10 µM]	?	-2.2%	2.2%	2.3%
Cn1ccc(NC(=O)c2ccc([N+](=O)[O-])cc2)n1	7.2%	·	·	1.0%	7.0%	·	3.2%	2.7%	0.5%	0.4%

Gathered by group, those above containing a furan ring, fused or not.
SMILES	uPA surface inh	VP16 counter	MBNL1-CUG inh	p53 reactivation	BRCA1 expr up	RORgamma inh	FLuc counter	NPC1 promoter act	Rab9 promoter act	ELG1 genotoxic
O=C(NCc1ccco1)c1ccc2nccnc2c1	8.1%	-7.3%	?	-7.7%	-2.7%	14.7%	-0.4%	-2.7%	4.1%	-7.9%
COC(=O)CN1C(=O)[C@H]2[C@@H](c3ccc(C)o3)N3C(=O)CN(CC4CC4)C(=O)[C@@]3(Cc3ccccc3)[C@H]2C1=O	13.4%	-6.3%	7.7%	·	1.5%	-16.4%	6.0%	1.0%	0.0%	1.5%

Following part
SMILES	uPA surface inh	VP16 counter	MBNL1-CUG inh	p53 reactivation	BRCA1 expr up	RORgamma inh	FLuc counter	NPC1 promoter act	Rab9 promoter act	ELG1 genotoxic
CC(=NC(C)C)C1=C(O)C(C)OC1=O (stereo not given)	-3.0%	-1.1%	·	1.8%	4.9%	-5.0%	3.9%	-4.1%	-2.8%	5.1%
CC(C)(C)c1ccc(Oc2ccc(NC(=O)c3ccco3)cn2)cc1	1.26µM*	?	·	9.5%	-32.3%	?	?	-12.4%	-32.4%[inhibitor]	-9.8%
COC(=O)Nc1ccc2c(c1)N(C(=O)CCN1CCOCC1)c1ccccc1S2	-10.1%	-18.3%	-7.7%	9.3%	-1.5%	?	-2.8%	1.1%	8.3%	4.7%
OCC1(CCc2ccccc2)CCCN(C/C=C/c2ccccc2)C1 (stereo not given)	1.2%	-13.8%	-7.0%	·	-1.2%	-1.7%	-1.2%	0.2%	-4.3%	-1.0%
COc1ccc2[nH]c3c(c2c1)CCN1C(=O)C(CC(=O)NCc2ccc(OC)c(OC)c2)C[C@H](C(=O)N2CCOCC2)[C@@]31C (stereo not given in full)	-9.2%	·	·	1.1%	1.9%	·	·	·	·	-0.6%
CCOC(=O)C(C(=O)OCC)N(C#N)c1nc(C)cc(C)n1	-1.7%	-7.3%[0.365 µM]	5.2%	-1.3%	-19.0%	-10.6%	6.4%	6.3%	-0.2%	0.5%
Cc1ccc2c(=O)cc(C(=O)NC3CCS(=O)(=O)C3)oc2c1C (stereo not given)	3.0%	-1.4%	?	-8.7%	2.5%	3.2%	3.6%	-6.7%	-5.2%	-3.9%
COc1cc(F)c(C2=CC(=O)C[C@H](c3ccc(Cl)cc3)C2)cc1F	-0.8%	·	·	-12.3%	0.0%	·	-4.1%	0.2%	0.0%	-3.8%
C/C(CC(=O)Nc1ccc2c(c1)OCCO2)=N\NC(=O)c1cccc(O)c1	-0.6%	-3.0%	6.1%	21.4%	-12.1%	36.8%	-14.6%	-3.8%	3.9%	9.2%
COc1ccc(-c2cn(CCO)nc2-c2ccc(OC)cc2)cc1	-6.4%	6.7%	4.1%	-5.3%	-14.9%	14.6%	-0.4%	0.3%	-1.3%[1.84 µM]	8.7%
COc1cccc(NC(=O)CN(C)C(C)C(=O)N2CCCCC2)c1 (stereo not given)	5.9%	·	·	-0.1%	7.6%	·	·	·	·	0.1%
c1coc(CNC2CCCCCCC2)c1	-0.5%	1.9%	-3.9%	7.6%	0.0%	-16.2%	2.4%	-0.5%	4.6%	0.5%
c1ccc(-c2nnc(OCCN3CCOCC3)c3ccccc23)cc1	-2.8%	-2.0%	-4.4%	1.7%	-0.3%	15.1%	-2.2%	-2.2%	0.0%	3.8%
CCOC(=O)N1CCN(C(=O)c2ccc(NC(=O)c3ccc(C)cc3)cc2)CC1	7.9%	-7.9%	-1.6%	0.5%	7.2%	39.1%	2.7%	-4.6%	-0.9%	-1.2%
S=c1[nH]nc(-c2ccccn2)n1/N=C/c1c(Cl)cccc1Cl	-6.6%	1.3%	·	-1.4%	-14.9%	?	-5.0%	1.5%	-8.3%	1.7%
O=C(Nc1cccnc1)c1ccc(Cl)c(Cl)c1	-14.3%	13.1%	-3.8%	·	-17.4%	?	?	-2.3%	3.9%	9.7%
O=C(Nc1cccc([N+](=O)[O-])c1)NC1CCCCCCC1	-3.5%	?	?	13.6%	6.31µM*	?	12µM*	2.82µM*	2.51µM*	-10.7%
COc1ccc(-c2cc(C(F)(F)F)c3c(=O)n(-c4ccccc4)[nH]c3n2)cc1	1.8%	-12.7%	-5.3%	0.9%	-0.5%[1.84 µM]	26.0%	?	3.3%	1.4%	-13.5%
COc1cc(NC(=O)CN2C(=O)C(=O)N(CC(C)C)C2=O)cc(OC)c1	-6.4%	·	·	-2.1%	-20.1%	·	2.6%	-2.3%	-0.1%	1.4%
CN(C)CC(O)COc1ccc(C(C)(C)c2ccc(OCC(O)CN(C)C)cc2)cc1 (stereo not given)	-9.9%	-23.6%	-6.7%	-2.3%	-50.7%	0.2%	3.4%	0.5%	-2.1%	?
O=C(NC(=S)Nc1c(Cl)ccc2nsnc12)c1ccccc1F	3.7%	-11.5%	?	8.6%	3.6%	1.41µM*	0.3%	-3.8%	9.3%	-1.2%[9.26 µM]
CCOc1ccc(-c2nnc(NC(=O)c3ccc(OCC(C)C)c(OC)c3)o2)cc1	-4.1%	0.0251µM*	-6.7%	14.9%	0.0%	0.0282µM*	?	0.5%	-4.9%	9.8%
COc1ccc(C2=NN(CN3C(=O)C(=O)c4ccccc43)C(c3cccc([N+](=O)[O-])c3)C2)cc1 (stereo not given)	-3.3%	3.6%	13.7%	11.9%	0.0%	-7.4%	-3.2%	4.8%	24.4%	1.1%
CCN(C(=O)c1cccs1)c1nc(-c2ccc(OC)cc2)cs1	-0.8%	4.3%	·	-0.4%	12.6µM*	32.9%	?	?	?	7.2%
CCCCC(CC)CNC(=O)C(=O)C1C(=O)Nc2ccccc21 (stereo not given)	0.1%	-4.1%	-3.1%	0.5%	-57.6%	?	?	-2.9%	-23.7%	-4.6%
CCOC(=O)c1cccc(NC(=O)Cn2c(CC(=O)NC)nc3ccccc32)c1	-2.8%	2.8%	-2.7%	-1.6%	-0.1%	?	4.1%	-1.2%	8.4%	-4.2%
O=C(COc1ccccc1Cl)N1CCCC1	4.8%	-2.2%	-13.4%	-0.6%	6.7%	-27.5%	-1.3%	0.6%	1.5%	-1.8%
CCn1c(P(C)(=O)O)nc2cc(NC(=O)c3ccccc3Cl)ccc21	4.0%	10.0%	-10.6%	1.5%	-5.2%	-10.7%	1.9%	4.3%	-1.9%	2.2%
Cc1cccc(C(=O)OC(C)C(=O)NC(=O)NC2CCCCC2)c1O (stereo not given)	1.3%	·	·	-6.9%	4.5%	·	11.6%	3.2%	5.0%	-0.7%
CC1=CC(c2ccc(Cl)cc2)n2nc(N3C(=O)CCC3=O)nc2N1 (stereo not given)	4.8%	6.2%	40.0%[activator]	-2.3%	2.6%	0.0%	1.6%	-1.9%	-10.7%	-3.8%
CC(=O)Nc1ccc(C2=CC(=O)C[C@H](c3ccc(Cl)cc3)C2)cc1	-8.2%	·	·	3.0%	-0.1%	·	-11.3%	-2.9%	-4.5%	-0.1%
CS(=O)(=O)N(Cc1ccccc1Cl)c1ccc(C(=O)NCc2cccnc2)cc1	8.3%	-0.3%	-6.3%	3.4%	-6.8%	?	3.0%	-4.6%	2.7%	-5.4%
O=C(Nc1ccc(Cl)cc1)N1CCC(c2nc(-c3ccc(F)cc3)no2)CC1	·	?	-4.9%	15.5%	-33.0%	?	?	0.2%	-8.4%	?

Screening results (PubChem BioAssay)
